High-throughput results as filed in PubChem BioAssay.
procasp3 activ: activates human procaspase-3; P42574; hit rate 0.11% among 330,000; activation, % at 8.5 µM; recombinant procaspase-3 D3A, Ac-DEVD-pNA absorbance 405 nm; AID 463141;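 active means activation above the mean of all tested compounds plus 3 SD, cut at about 21% in these data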;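 further: 0% = DMSO alone and 100% = DMSO wells spiked with extra 5 µM PC-3 D3A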
Target sequence (P42574 whole entry D9A/D28A/D175A): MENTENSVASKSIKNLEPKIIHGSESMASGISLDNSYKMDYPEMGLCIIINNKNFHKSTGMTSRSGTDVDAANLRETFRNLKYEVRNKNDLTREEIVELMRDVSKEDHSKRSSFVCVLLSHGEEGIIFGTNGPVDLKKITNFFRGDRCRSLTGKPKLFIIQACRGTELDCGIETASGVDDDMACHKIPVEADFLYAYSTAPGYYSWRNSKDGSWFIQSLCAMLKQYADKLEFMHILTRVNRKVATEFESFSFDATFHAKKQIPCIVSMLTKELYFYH
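material = Procaspase-3 D3A mutant | probe or stimulus = Ac-DEVD-pNA | compound = single dose, 8.5 µM nominal compound, 0.8% DMSO | timing = 1 h preincubation, 2 h reaction | measured by = 405 nm absorbance of p-nitroaniline, reads at 0 and 120 min | benchmarks = DMSO-only low control, 5 µM PC-3 D3A high control | repeats = singlicate, each compound tested once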
proCasp7 act: counter-screen for procaspase-3 activators: activators of human procaspase-7; AID 463210; hit rate 0.093% among 330,000; recombinant procaspase-7, Ac-DEVD-pNA absorbance 405 nm; D23A/D198A/D206A triple mutant, cannot self-cleave; scale: DMSO 0, 5 µM enzyme 100; P55210; activation, % at 8.5 µM;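 active means percent activation above the screen-wide mean plus 3 SD, cut at about 25% in these data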
Target sequence (P55210 whole entry D23A/D198A/D206A): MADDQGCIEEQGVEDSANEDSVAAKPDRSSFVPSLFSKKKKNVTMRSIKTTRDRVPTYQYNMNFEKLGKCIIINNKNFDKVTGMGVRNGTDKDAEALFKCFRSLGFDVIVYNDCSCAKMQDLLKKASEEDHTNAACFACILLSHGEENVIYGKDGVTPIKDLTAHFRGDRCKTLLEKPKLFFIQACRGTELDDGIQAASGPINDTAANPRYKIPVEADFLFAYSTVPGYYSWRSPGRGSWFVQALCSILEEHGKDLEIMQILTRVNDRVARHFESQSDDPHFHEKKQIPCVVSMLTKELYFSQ
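Replicates: singlicate. Assay system: Procaspase-7 triple mutant (PC-7 D3A). Signal: 405 nm absorbance of p-nitroaniline. Times: 1 h preincubation, 2 h reaction. Buffer or medium: Zinc-free HEPES pH 7.4 with 300 mM NaCl, 0.01% Triton X-100. Also added: DEVD-pNA substrate. Benchmarks: DMSO wells as 0%, DMSO with 5 µM added PC-7 as 100%.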
PAFAH2 inh: PAFAH2 (human) inhibition. Q99487. hit rate 0.99% among 340,000. recombinant PAFAH2, FP-rhodamine activity probe, fluorescence polarization. inhibition, % at 3.39 µM;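 active means inhibition above the mean over all tested compounds plus 3 SD, cut at about 30% in these data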;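 further: inhibitors block probe labeling of enzyme so polarization drops; 0% = enzyme with DMSO and 100% = wells lacking PAFAH2 protein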
* = called active by the depositor.

molecule | procasp3 activ | proCasp7 act | PAFAH2 inh
Nc1ncnc2c1ncn2[C@@H]1O[C@H](CNCc2ccc(-c3cc(C(F)(F)F)ccc3Cl)o2)[C@@H](O)[C@H]1O | -11 | -10 | -3
CC[C@]12c3[nH]c4cc(-c5ccco5)ccc4c3CCN1C(=O)[C@@H](CC(=O)NCc1ccco1)C[C@@H]2C(=O)N1CCN(C(=O)C2CC2)CC1 | -2 | 8 | -3
O=C1c2ccccc2[C@@H]2C[C@@H](O)[C@H](Nc3cccc4ccccc34)CCN12 | -21 | -22 | 2
COC(=O)[C@@]1(Cc2ccccc2)[C@H]2C(=O)N(Cc3ccccc3)C(=O)[C@H]2[C@H]2CN=C(SCC3CC3)N21 | 3 | -2 | 3
COc1ccc2[nH]c3c(c2c1)CCN1C(=O)C(CC(=O)NC/C=C(\C)CCC=C(C)C)C[C@H](C(=O)N(C(C)C)C(C)C)[C@@]31C (stereo partly specified) | -4 | 7 | 7
CC[C@]12c3[nH]c4ccc(Cl)cc4c3CCN1C(=O)[C@@H](CC(=O)NCCN1CCOCC1)C[C@@H]2C(=O)N1CCN(C(=O)C2CC2)CC1 | 6 | 3 | -8
COc1cc(CN2c3ccccc3C(=O)CS2(=O)=O)cc(OC)c1 | -1 | 2 | 2
COC(=O)[C@H](Cc1ccccc1)N1C/C=C\COc2c(Cl)cc(Cl)cc2S1(=O)=O | -1 | -1 | 3
COC(=O)[C@@]1(Cc2ccccc2)[C@H]2C(=O)N(Cc3ccccc3)C(=O)[C@H]2[C@H]2CN=C(SCC(=O)c3ccccc3)N21 | -32 | -14 | 10
COC(=O)[C@@]1(Cc2ccccc2)[C@H]2C(=O)N(Cc3ccccc3)C(=O)[C@H]2[C@H]2CN=C(SCc3ccc(Cl)cc3)N21 | -8 | -8 | 2
COc1ccc2[nH]cc(CCNC(=O)CC[C@H]3O[C@@H](n4cc(C)c(=O)[nH]c4=O)C[C@@H]3O)c2c1 | -6 | 6 | 3
CCN1C(=O)[C@H]2[C@H]3CN=C(SCc4ccc(C)cc4)N3[C@@](CC)(C(=O)OC)[C@H]2C1=O | -5 | -21 | -1

(next part)
molecule | procasp3 activ | proCasp7 act | PAFAH2 inh
CCN(CC)C(=O)[C@H]1C[C@H](CC(=O)NCC23CC4CC(CC(C4)C2)C3)C(=O)N2CCc3c([nH]c4cc(-c5ccco5)ccc34)[C@]12C | -4 | 7 | -3
CCOC(=O)C1=CN(Cc2cccc(F)c2)S(=O)(=O)N(CC)C1c1ccc(F)c(Cl)c1 (stereo unspecified) | -5 | 6 | -7
Nc1ncnc2c1ncn2[C@@H]1O[C@H](CNC(=O)[C@@H]2CCCN2S(=O)(=O)c2ccc(F)cc2)[C@@H](O)[C@H]1O | 0 | 8 | -9
CCN(CC)C(=O)[C@H]1CC(CC(=O)NCc2ccco2)C(=O)N2CCc3c([nH]c4ccc(OC)cc34)[C@]12C (stereo partly specified) | 5 | 4 | 1
COC(=O)[C@H](CO)NS(=O)(=O)c1ccc(C)cc1 | 10 | 2 | -1
CC[C@]12c3[nH]c4cc(-c5ccco5)ccc4c3CCN1C(=O)[C@@H](CC(=O)NCCCOC)C[C@@H]2C(=O)N1CCN(C(=O)c2ccco2)CC1 | -8 | 0 | 5
O=S1(=O)N[C@@H](CC2CCCCC2)COc2cc(Br)ccc21 | -7 | 3 | 3
CC[C@]12c3[nH]c4ccc(Cl)cc4c3CCN1C(=O)[C@@H](CC(=O)NCCc1ccccn1)C[C@@H]2C(=O)N1CCN(C(=O)c2ccco2)CC1 | -5 | -11 | 2
NC(=O)NC[C@@H]1CC[C@@H](Cc2ccc(-c3ccccc3)cc2)O1 | 4 | -6 | 0
COC(=O)[C@@]1(Cc2ccccc2)[C@H]2C(=O)N(C)C(=O)[C@H]2[C@H]2CN=C(SCc3ccc(Cl)cc3)N21 | -5 | 4 | -2
O=C(Cc1ccc(F)cc1)N[C@@H]1c2ccccc2CC[C@@H]1O | 2 | 7 | 1
COc1ccc(CNC(=O)C[C@H]2C[C@H](C(=O)N3CCOCC3)[C@@]3(C)c4[nH]c5cc(CCC(=O)N(C)C)ccc5c4CCN3C2=O)cc1OC | -10 | -5 | -2

The list continues:
molecule | procasp3 activ | proCasp7 act | PAFAH2 inh
COC(=O)C(CC(C)C)N(Cc1cc(OC)cc(OC)c1)S(=O)(=O)c1ccccc1Br (stereo unspecified) | -1 | 3 | 2
CCOC(=O)C1=CN(Cc2ccco2)S(=O)(=O)NC1c1ccc(Br)cc1F (stereo unspecified) | -10 | -2 | 14
CCOC(=O)C1=CN(Cc2ccc(Br)cc2)S(=O)(=O)N(C)C1C (stereo unspecified) | 2 | 4 | 4
CN(C)C(=O)CCc1ccc2c3c([nH]c2c1)[C@]1(CCC2CCCC2)[C@@H](C(=O)N2CCOCC2)C[C@H](CC(=O)NCc2cccc(C(F)(F)F)c2)C(=O)N1CC3 | 1 | 4 | 4
Cc1ccc(NC(=O)Cn2cnc3c(NCc4ccccc4)ncnc32)cc1C | -1 | 6 | -11
Cc1cc2oc(=O)cc(-c3ccccc3)c2c(C)c1-c1ccc(C(F)(F)F)cc1 | 3 | 15 | 6
COc1cc(OC)c2c(c1)OC(=O)CC2c1ccc2c(c1)OCO2 (stereo unspecified) | 8 | 1 | -4
CCCN=C1N(CC)C[C@@H]2[C@@H]3C(=O)N(C)C(=O)[C@@H]3[C@](CC)(C(=O)OC)N12 | -4 | 6 | -4
Cc1cc(N2O[C@]34C=C[C@]25C[C@@H](O)CC[C@]5(C)C3CC[C@]2(C)[C@@H]([C@H](C)/C=C/[C@H](C)C(C)C)CC[C@H]24)no1 (stereo partly specified) | -11 | -8 | -3
CCCCCc1cc(OC)cc2c1C(=O)OC(C)(C)O2 | 8 | -11 | -3
Cc1ccc(C2CC(=O)Oc3cc(C)c(Br)c(C)c32)cc1 (stereo unspecified) | -2 | 3 | -6
COc1ccccc1-c1sc2cc3c(cc2c1-c1ccc(OCCN2CCOCC2)cc1)OCO3 | 4 | 11 | -5

A draw from above in order of count of non-hydrogen atoms, ascending.
molecule | procasp3 activ | proCasp7 act | PAFAH2 inh
CCCCCc1cc(OC)cc2c1C(=O)OC(C)(C)O2 | 8 | -11 | -3
Cc1ccc(C2CC(=O)Oc3cc(C)c(Br)c(C)c32)cc1 (stereo unspecified) | -2 | 3 | -6
CCOC(=O)C1=CN(Cc2ccc(Br)cc2)S(=O)(=O)N(C)C1C (stereo unspecified) | 2 | 4 | 4
CCCN=C1N(CC)C[C@@H]2[C@@H]3C(=O)N(C)C(=O)[C@@H]3[C@](CC)(C(=O)OC)N12 | -4 | 6 | -4
Cc1cc2oc(=O)cc(-c3ccccc3)c2c(C)c1-c1ccc(C(F)(F)F)cc1 | 3 | 15 | 6
COc1ccccc1-c1sc2cc3c(cc2c1-c1ccc(OCCN2CCOCC2)cc1)OCO3 | 4 | 11 | -5
CN(C)C(=O)CCc1ccc2c3c([nH]c2c1)[C@]1(CCC2CCCC2)[C@@H](C(=O)N2CCOCC2)C[C@H](CC(=O)NCc2cccc(C(F)(F)F)c2)C(=O)N1CC3 | 1 | 4 | 4

(next part)
molecule | procasp3 activ | proCasp7 act | PAFAH2 inh
CC(C)(C)NC(=O)C[C@H]1C[C@H](C(=O)N2CCOCC2)[C@@]2(CCC3CCCC3)c3[nH]c4ccc(Cl)cc4c3CCN2C1=O | -3 | 6 | 4
CN(C)C(=O)CCc1ccc2c3c([nH]c2c1)[C@]1(C)[C@@H](C(=O)N2CCCCC2)C[C@H](CC(=O)NCc2cccc(C(F)(F)F)c2)C(=O)N1CC3 | -3 | 0 | -3
COCCCNC(=O)Cn1cnc2c(NCc3ccccc3)ncnc21 | -5 | -8 | 0
C=C1c2cccc(OC)c2O[C@H](C(=O)OCC)[C@@H]1CC(CC)CCCC (stereo partly specified) | -4 | 3 | 3
CC[C@]12c3[nH]c4ccc(OC)cc4c3CCN1C(=O)C(CC(=O)NCCN1CCOCC1)C[C@@H]2C(=O)N1CCN(C(=O)c2ccco2)CC1 (stereo partly specified) | 1 | 0 | -2
C[C@]12c3[nH]c4cc(-c5ccco5)ccc4c3CCN1C(=O)[C@@H](CC(=O)NCC13CC4CC(CC(C4)C1)C3)C[C@@H]2C(=O)N1CCOCC1 | -6 | -1 | 4
COc1cc2c(cc1OC)[C@@H](NC(=O)CCC1CCCCC1)[C@H](O)C2 | -6 | 2 | 1
O=S(=O)(NCCc1ccccc1)c1ccc(F)cc1Br | -8 | 3 | 1
O=C(COc1ccccc1)N[C@@H]1c2ccccc2CC[C@@H]1O | 5 | 7 | 0
CCOC(=O)C1=CN(Cc2cccc(F)c2)S(=O)(=O)N(CC)C1c1ccc(C(F)(F)F)cc1 (stereo unspecified) | 0 | -5 | -11
O=S(=O)(N[C@H](CO)c1ccccc1)c1ccc(Br)cc1F | 3 | 6 | 0
CC(C)N(C(=O)[C@H]1C[C@H](CC(=O)NCCCN(C)C)C(=O)N2CCc3c([nH]c4ccc(Cl)cc34)[C@]12C)C(C)C | 1 | -1 | 4

Complete entries from above.
Profile of O=C(COc1ccccc1)N[C@@H]1c2ccccc2CC[C@@H]1O → procasp3 activ = 5; proCasp7 act = 7; PAFAH2 inh = 0
Profile of CC(C)(C)NC(=O)C[C@H]1C[C@H](C(=O)N2CCOCC2)[C@@]2(CCC3CCCC3)c3[nH]c4ccc(Cl)cc4c3CCN2C1=O → procasp3 activ = -3; proCasp7 act = 6; PAFAH2 inh = 4
Profile of O=S(=O)(NCCc1ccccc1)c1ccc(F)cc1Br → procasp3 activ = -8; proCasp7 act = 3; PAFAH2 inh = 1

(listing goes on)
molecule | procasp3 activ | proCasp7 act | PAFAH2 inh
CC(C)N(C(=O)[C@H]1C[C@H](CC(=O)NCCCn2ccnc2)C(=O)N2CCc3c([nH]c4cc(CCC(=O)N(C)C)ccc34)[C@]12C)C(C)C | -2 | -70 | 3
CC[C@]12c3[nH]c4cc(-c5ccco5)ccc4c3CCN1C(=O)[C@@H](CC(=O)NCCC1=CCCCC1)C[C@@H]2C(=O)N1CCN(C(=O)c2ccco2)CC1 | 4 | 6 | -5
COc1ccc2[nH]c3c(c2c1)CCN1C(=O)C(CC(=O)NCc2ccco2)C[C@H](C(=O)N2CCOCC2)[C@@]31C (stereo partly specified) | -5 | 9 | -2
CCOC(=O)C1Oc2ccccc2C(c2cccc3ccccc23)=C1C(=O)OC (stereo unspecified) | -4 | 4 | 4
Nc1ncnc2c1ncn2[C@@H]1O[C@H](CNS(=O)(=O)c2cc3ccccc3s2)[C@@H](O)[C@H]1O | -5 | 9 | -3
CCCN=C1N(C)C[C@@H]2[C@@H]3C(=O)N(C)C(=O)[C@@H]3[C@](CC)(C(=O)OC)N12 | -10 | 9 | -1
O=C1N[C@@H](Cc2ccccc2)C(=O)N2CCCC12 (stereo partly specified) | 1 | -1 | 2
Cc1cn([C@H]2C[C@H](O)[C@@H](CCC(=O)NCCN3CCCCC3)O2)c(=O)[nH]c1=O | -3 | 2 | -1
CCN(CC)C(=O)[C@H]1C[C@H](CC(=O)NC/C=C(\C)CCC=C(C)C)C(=O)N2CCc3c([nH]c4ccc(Cl)cc34)[C@]12C | -1 | 3 | 2
CCN1Cc2c(cc(OC)c(OC)c2OC)-c2ccccc2S1(=O)=O | 0 | 8 | -4
COc1ccc(CNC(=O)C[C@H]2C[C@H](C(=O)N3CCOCC3)[C@@]3(CCC4CCCC4)c4[nH]c5cc(-c6ccco6)ccc5c4CCN3C2=O)cc1OC | 4 | -5 | 1
CCCCN1Cc2ccccc2Oc2cc(Br)ccc2S1(=O)=O | 5 | 9 | 7

These rows are one share of the data, so the mix of outcomes need not match the whole.
